# Screening data from PubChem.
# H9c2 TAG inh = inhibitors of triacylglycerol accumulation; H9c2 cells, Nile Red lipid (TAG) fluorescence; cells loaded with 200 µM oleic acid; inhibition, % at 12.5 µM; 230,000 tested, 0.66% active; AID 651582;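 active = pattern-corrected inhibition of lipid staining of at least 50% with the nuclear-stain viability signal not falling by more than 50%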;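 also: 0% = DMSO wells and 100% = triacsin C control wells; some results filed as inactive read as strong as hits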
# H9c2 TAG inh DAPI viability = second read-out of H9c2 TAG inh, no call of its own (marks repeat the call); DAPI nuclei signal change (viability), lower = more cytotoxic, %;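 whole-well DAPI fluorescence read on a plate reader as a viability signal; minus 50 percent equals half of cells still viable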
# Numbers without * were called inactive; i = inactive. This is a subset. The share of hits here may be higher or lower than overall.
compound | H9c2 TAG inh | H9c2 TAG inh DAPI viability
CC(C)c1ccccc1NC(=O)Nc1ccc(F)cc1F | 0 | -4
COc1ccc(C(C)(O)c2nc(-c3ccc(F)cc3OC)cs2)cc1 (stereo not given) | -16 | -2
O=c1cc2n(c(=O)[nH]1)CCC1=C2CCCC1 | 2 | -10
Cc1c(NC(=O)c2ccc(Cl)nc2)cccc1-c1nc2cccnc2s1 | -7 | -2
Cc1ccc(Cn2c(Sc3nnc(C)s3)nc3c2c(=O)[nH]c(=O)n3C)cc1 | 4 | 0
Cc1c(NC(=O)N(C)C)c(=O)n(-c2ccccc2)n1C | -5 | 0
CN1CCN(S(=O)(=O)c2ccc(N3CCN(C(c4ccccc4)c4ccccc4)CC3)nc2)CC1 | -5 | 33
CC1=C(C#N)C(/C=N/OCc2ccc(Cl)cc2)CC(=O)N1 (stereo not given) | 2 | -3
COc1cc(C2C(C(=O)c3cccs3)=C(O)C(=O)N2CCN2CCOCC2)ccc1OCCC(C)C (stereo not given) | -2 | -4
CN(CC(=O)Nc1ccccc1Cl)C(=O)COC(=O)c1ccc(S(=O)(=O)C(F)F)cc1 | 3 | -2
CC(=O)c1ccc(OC2(C)CCN(Cc3cc4ccccc4[nH]3)C2)cc1 (stereo not given) | 15 | -2
CN(C)S(=O)(=O)c1cccc(COC(=O)c2cc([N+](=O)[O-])ccc2N2CCOCC2)c1 | -22 | 0
COc1ccc(C2CC(=O)c3ccccc3O2)cc1 (stereo not given) | -85 | 4
O=c1[nH]ncc2c3ccccc3n(Cc3ccccc3F)c12 | -14 | 5
C[C@H](CO)NC(=O)c1nc[nH]c1C(=O)N[C@H](C)c1ccccc1 | -8 | 4
COC(=O)[C@@H]1CCCN1C(=O)CCc1nnc(CCc2c[nH]c3ccccc23)o1 | -2 | -2
Cc1ccc(CNC(=O)c2cc(COc3c(F)cccc3F)on2)s1 | -12 | 0
Cc1cc(C)cc(OCC(=O)Nc2ccc(N3CCN(S(C)(=O)=O)CC3)cc2)c1 | 22 | 12
COc1ccc(C(=O)N2CCN(c3ccc(NC(=O)Cc4ccccc4)cc3)CC2)cc1 | -9 | 8
CCOc1ccccc1N(CC(=O)N1CCCCCC1)S(C)(=O)=O | -5 | 3
Cc1cccc(OC(=O)c2ccc3c(=O)n4c(nc3c2)CCC4)c1 | 4 | 4
Cc1nn(CC(=O)OCC(=O)c2ccccc2)c(C)c1[N+](=O)[O-] | 11 | -17
CCOc1ccc(OCc2ccc(C(=O)NN=Cc3ccc[nH]3)cc2)cc1 | 60* | -42*
Cc1cc(C(=O)Nc2cccnc2)on1 | 13 | -5
CC1(C)Cc2c(C#N)c(NCCN3CCOCC3)nc(-c3ccccc3)c2CO1 | 2 | 0

# Taken from above:
# Cc1cccc(OC(=O)c2ccc3c(=O)n4c(nc3c2)CCC4)c1 @ H9c2 TAG inh: 4
# COc1ccc(C(C)(O)c2nc(-c3ccc(F)cc3OC)cs2)cc1 (stereo not given) @ H9c2 TAG inh DAPI viability: -2
# CC1(C)Cc2c(C#N)c(NCCN3CCOCC3)nc(-c3ccccc3)c2CO1 @ H9c2 TAG inh: 2
# CN(CC(=O)Nc1ccccc1Cl)C(=O)COC(=O)c1ccc(S(=O)(=O)C(F)F)cc1 @ H9c2 TAG inh DAPI viability: -2
# O=c1cc2n(c(=O)[nH]1)CCC1=C2CCCC1 @ H9c2 TAG inh: 2
# CN(C)S(=O)(=O)c1cccc(COC(=O)c2cc([N+](=O)[O-])ccc2N2CCOCC2)c1 @ H9c2 TAG inh DAPI viability: 0
# CC(=O)c1ccc(OC2(C)CCN(Cc3cc4ccccc4[nH]3)C2)cc1 (stereo not given) @ H9c2 TAG inh DAPI viability: -2

# Following part
compound | H9c2 TAG inh | H9c2 TAG inh DAPI viability
CC/C(C)=N/Nc1nc(-c2cc3cccc(OC)c3oc2=O)cs1 | 19 | -9
COC(=O)c1ccc(CSc2nc(N3CCOCC3)c3c(c2C#N)CC(C)(C)OC3)o1 | 10 | -2
COCCN(C(=O)Cc1cccs1)c1nnc(-c2ccncc2)s1 | 13 | -9
Cc1cc(C(=O)NNC(=O)c2ccc(Cl)cc2Cl)c(C)o1 | -3 | -2
COc1cccc(N2CCN(C(=O)C3CCCN(S(=O)(=O)c4cnc[nH]4)C3)CC2)c1 (stereo not given) | -5 | 6
Cc1oc(-c2ccc(Cl)cc2)nc1CS(=O)CC(=O)NCc1ccc2c(c1)OCO2 (stereo not given) | 8 | -13
COc1cccc(CN2C(=O)CCC2(C)C(=O)NC2CCCC2)c1 (stereo not given) | 4 | 14
Cc1noc(C)c1NC(=O)N(C)C[C@H]1Oc2ccc(NC(=O)CCN3CCOCC3)cc2C(=O)N([C@H](C)CO)C[C@@H]1C | -4 | 2
CCOc1ccc(NC(=O)c2ccccc2NC(=O)CN2CCN(C(C)=O)CC2)cc1 | 19 | -9
Cc1ccc(-c2csc3ncnc(SCC(N)=O)c23)cc1 | 3 | -1
COc1cc(SC)ccc1C(=O)OCC(=O)NC(=O)NC(C)C | 12 | -1
Cc1ccc(S(=O)(=O)N2CCOCC2)cc1NC(=O)CSc1nnnn1C | 2 | -2
O=C(CCNC(=O)c1ccc(Br)cc1)Nc1nc2ccccc2[nH]1 | -4 | 7
O=C(CN1CCN(c2ccccn2)CC1)Nc1cccc(S(=O)(=O)N2CCOCC2)c1 | -7 | -4
OC(CCCN1CCCCC1)(c1ccccc1)c1ccccc1 | -5 | -1
O=C(N/N=C/c1ccc([N+](=O)[O-])o1)C(O)c1ccccc1 (stereo not given) | -3 | 7
COC(CNS(=O)(=O)c1ccc(S(=O)(=O)NC2CC2)cc1)OC | 11 | -1
CCOc1cc(NC(=O)c2ccco2)c(OCC)cc1NC(=O)COc1ccccc1C | 12 | i
O=C(CSc1ncn[nH]1)Nc1ccc(OCc2ccccc2)cc1 | 12 | 6
COc1ccc(C)cc1NC(=O)Nc1ccc(C(=O)N2CCCC2)cc1 | 46 | -5
O=C(Nc1ccccc1)c1ccccc1OCc1ccc(S(=O)(=O)N2CCOCC2)cc1 | 13 | 3
CCC1c2ccccc2C(=O)C1C(N)=O (stereo not given) | 0 | -1
CC(C)CNC(=O)COC(=O)CCC(=O)c1cccs1 | -2 | 0
Cc1ccc(C=Cc2ccccn2)cc1 | -4 | -1
COc1cccc(CNC(=O)COC(=O)c2cccc(S(=O)(=O)N3CCN(C(C)=O)CC3)c2)c1 | -6 | -9

Compound | H9c2 TAG inh | H9c2 TAG inh DAPI viability
Cc1[nH]n(C)c(=O)c1C(=O)c1c(-c2c(Cl)cccc2Cl)noc1C | -3 | 15
Nn1c(SCC(=O)NC2CCS(=O)(=O)C2)nnc1-c1cccs1 (stereo not given) | 11 | 5
COc1ccc(NC(=O)N(C)C[C@H]2Oc3c(NC(=O)Nc4c(C)noc4C)cccc3C(=O)N([C@H](C)CO)C[C@@H]2C)cc1 | 1 | 3
O=C(Nc1ccccc1)c1cc(C2CCCN(C(=O)c3ccccc3)C2)on1 (stereo not given) | -6 | 3
Cc1cc2oc(C(=O)Nc3cccnc3)c(C)c2cc1C | 1 | -3
Cc1cc(C)c2c(=O)n(CC(=O)N3CCN(c4ccccc4)CC3)ccc2n1 | 3 | -5
CC(Sc1nc(-c2ccccc2)cc(C(F)(F)F)n1)C(=O)Nc1ccc2c(c1)OCO2 (stereo not given) | 26 | -3
Cc1ccccc1NC(=S)NCc1ccc2[nH]c3c(c2c1)CCCC3 | 18 | 1
CCOC(=O)c1cc(-c2ccccc2C)nn1CC1CC(c2ccc(OC)cc2)=NO1 (stereo not given) | -13 | 1
Cc1cccc(C)c1N1C(=O)CC(N2CCSCC2)C1=O (stereo not given) | -2 | 3
COc1ccc(N2CC(C(=O)NCc3ccccc3)CC2=O)cc1 (stereo not given) | -4 | 11
C[C@H]1CN([C@@H](C)CO)C(=O)c2cccc(NS(=O)(=O)c3ccc(F)cc3)c2O[C@H]1CN(C)S(=O)(=O)c1cn(C)cn1 | -17 | -4

# 3 entries from above, sorted by count of non-hydrogen atoms, high to low:
Compound | H9c2 TAG inh | H9c2 TAG inh DAPI viability
CCOC(=O)c1cc(-c2ccccc2C)nn1CC1CC(c2ccc(OC)cc2)=NO1 (stereo not given) | -13 | 1
COc1ccc(N2CC(C(=O)NCc3ccccc3)CC2=O)cc1 (stereo not given) | -4 | 11
Cc1cccc(C)c1N1C(=O)CC(N2CCSCC2)C1=O (stereo not given) | -2 | 3

# Additional structures follow:
Compound | H9c2 TAG inh | H9c2 TAG inh DAPI viability
Nc1cc(=O)[nH]c(SCC(=O)NNC(=O)c2ccccc2)n1 | 13 | 1
CCn1c(COC(=O)CNC(=O)c2cc(OC)c(OC)c(OC)c2)nc2cc(S(=O)(=O)N(C)C)ccc21 | -3 | 10
Cn1cc(/C=C(\C#N)C(=O)Nc2cccc([N+](=O)[O-])c2)c2ccccc21 | 17 | 0
C/C=C(\C)C(=O)NCCN1C2=NC[C@H](Cc3ccc(O)cc3)N2C[C@@H]1Cc1ccc(OC)cc1 | 2 | -7
O=C(CCC1CCCN(Cc2cccc(Cl)c2)C1)NCc1ccccc1F (stereo not given) | -1 | -6
O=c1[nH]c2ccc(NC(=S)Nc3ccc(Cl)cc3)cc2[nH]1 | -8 | 6
O=C(O)CNC(=O)c1ccccc1Br | 10 | -8
CC1=C(C(=O)Nc2cc(-c3cccc(F)c3)[nH]n2)C2(CCCCC2)OC1=O | 15 | 0
CCCNC(=O)N1CCCC(C(N)=O)C1 (stereo not given) | 7 | -3
COc1ccc(CNC(=O)CN(c2cccc([N+](=O)[O-])c2)S(C)(=O)=O)cc1 | 1 | -3
COc1cccc(N2C(N)=NC(N)=NC2(C)C)c1 | -1 | -6
Cc1ccc(Nc2nnc(SCC(=O)c3c(N)n(C4CC4)c(=O)[nH]c3=O)s2)cc1C | 8 | 0

# Structures above containing a nitro group on carbon (5):
Compound | H9c2 TAG inh | H9c2 TAG inh DAPI viability
CN(C)S(=O)(=O)c1cccc(COC(=O)c2cc([N+](=O)[O-])ccc2N2CCOCC2)c1 | -22 | 0
Cc1nn(CC(=O)OCC(=O)c2ccccc2)c(C)c1[N+](=O)[O-] | 11 | -17
O=C(N/N=C/c1ccc([N+](=O)[O-])o1)C(O)c1ccccc1 (stereo not given) | -3 | 7
Cn1cc(/C=C(\C#N)C(=O)Nc2cccc([N+](=O)[O-])c2)c2ccccc21 | 17 | 0
COc1ccc(CNC(=O)CN(c2cccc([N+](=O)[O-])c2)S(C)(=O)=O)cc1 | 1 | -3

# Fetched by compound from the entries so far (5):
Compound | H9c2 TAG inh | H9c2 TAG inh DAPI viability
Cc1ccc(Nc2nnc(SCC(=O)c3c(N)n(C4CC4)c(=O)[nH]c3=O)s2)cc1C | 8 | 0
Nc1cc(=O)[nH]c(SCC(=O)NNC(=O)c2ccccc2)n1 | 13 | 1
O=c1[nH]c2ccc(NC(=S)Nc3ccc(Cl)cc3)cc2[nH]1 | -8 | 6
O=C(CCC1CCCN(Cc2cccc(Cl)c2)C1)NCc1ccccc1F (stereo not given) | -1 | -6
CC1=C(C(=O)Nc2cc(-c3cccc(F)c3)[nH]n2)C2(CCCCC2)OC1=O | 15 | 0

# The results go on:
Compound | H9c2 TAG inh | H9c2 TAG inh DAPI viability
Cc1cc(OCC(=O)N(Cc2cccs2)C2CCS(=O)(=O)C2)ccc1Cl (stereo not given) | 18 | -2
CC(C)NC(=O)N(C)C[C@H]1Oc2ccc(NS(=O)(=O)c3ccccc3)cc2C(=O)N([C@H](C)CO)C[C@H]1C | 12 | 6
Cc1ccn2c(=O)nc(SCC(=O)N3CCC(C)CC3)nc2c1 | 4 | -8
Cc1nc2nc(C)n(CCN3CCOCC3)c(=O)c2c(-c2cccc([N+](=O)[O-])c2)c1C(=O)CCCCCCCCCCN1CCC(c2ccccc2)(c2ccccc2)CC1 | 127* | -49*
COc1ccccc1N(C)S(=O)(=O)c1ccc(Cl)c(C(=O)Nc2cccc(C)n2)c1 | -5 | -5
O=c1c2ccccc2c(=O)n(Cc2ccccc2)n1Cc1ccccc1 | 7 | -5
COc1ccc(C(=O)Nc2cc(C)ccc2NC(=O)COc2ccccc2)cc1 | -5 | 1
O=C1C2C3C=CC(C4CC34)C2C(=O)N1/N=C/c1ccc(-c2ccc(Cl)cc2[N+](=O)[O-])o1 (stereo not given) | -18 | -6
O=C(O)c1ccc(-n2cccc2/C=N\NC(=O)c2cc3cc(Br)ccc3o2)cc1 | 4 | 5
Cc1nc(SCC(=O)Nc2nc3ccccc3s2)n[nH]1 | 18 | 2
O=C(O)c1ccccc1NS(=O)(=O)c1ccc(N/N=C/c2ccc(O)c(O)c2)c([N+](=O)[O-])c1 | 17 | 2
c1cc(-c2cc3nc(NC4CCCCC4)ccn3n2)ccc1OCCN1CCOCC1 | 11 | 46

Compound | H9c2 TAG inh | H9c2 TAG inh DAPI viability
CN(Cc1cnccn1)C(=O)CC1C(=O)NCCN1Cc1c(F)cccc1Cl (stereo not given) | -1 | 8
CCOC(=O)C1CCN(c2c(C(=O)c3ccccc3)cnc3ccc(Cl)cc23)CC1 | 3 | -6
CCCNC(=O)Cn1c2ccccc2c2nc(=O)cc(C)n21 | -2 | -4
COc1ccc(-c2[nH]ncc2CN2CCCN(c3ccccc3)CC2)c(F)c1 | 5 | 11
Cc1cc(NC(=O)C2CCCN(S(=O)(=O)c3cnc[nH]3)C2)ccc1Br (stereo not given) | 20 | -16
Nc1cc(C(=O)O)ccc1N1CCCCC1 | 5 | 2
Cc1ccc2[nH]cc(CCNC(=O)c3ccc4c(c3)OCO4)c2c1 | 8 | -6
CCN(CC)CCOc1nnc(-c2ccc(C)cc2)c2ccccc12 | -12 | 8
CCOC(=O)c1c(C)[nH]c(C(=O)COC(=O)CSCC(=O)N(CC)CC)c1C | 11 | 0
